# sEH inhibitor – blocks human soluble epoxide hydrolase activity. P34913. recombinant human sEH enzymatic activity assay. inhibition, % at 2 µM. 91,000 tested, 0.34% active; in the data active means inhibition above about 80%; further: values of inactives mirror those of a sister screen read the other way; many of its hits are not listed in these tables
# PLAP activator – human PLAP activation. purified PLAP enzyme, luminescent substrate read-out; stronger effect = higher value. activation fold at 20 µM. 96,000 tested, 1.2% active. AID 696; in the data active means activation fold above about 2
# Target sequence (P05187 whole entry, looked up): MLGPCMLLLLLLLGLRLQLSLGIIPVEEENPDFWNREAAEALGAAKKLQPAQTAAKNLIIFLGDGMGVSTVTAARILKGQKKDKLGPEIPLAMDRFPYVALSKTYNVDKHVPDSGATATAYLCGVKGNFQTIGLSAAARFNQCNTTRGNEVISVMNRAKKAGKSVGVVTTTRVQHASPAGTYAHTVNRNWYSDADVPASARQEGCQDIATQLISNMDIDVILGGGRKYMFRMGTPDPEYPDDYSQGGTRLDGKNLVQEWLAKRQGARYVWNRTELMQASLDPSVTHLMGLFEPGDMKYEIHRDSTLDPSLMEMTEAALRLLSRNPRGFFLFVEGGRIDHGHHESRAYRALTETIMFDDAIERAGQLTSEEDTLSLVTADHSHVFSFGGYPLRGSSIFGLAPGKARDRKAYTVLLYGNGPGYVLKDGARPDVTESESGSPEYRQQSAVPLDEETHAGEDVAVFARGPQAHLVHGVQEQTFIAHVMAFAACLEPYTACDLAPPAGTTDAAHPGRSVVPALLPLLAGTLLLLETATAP
# sEH act – activators of human soluble epoxide hydrolase; P34913; purified human sEH enzymatic activity, activator screen; activation, % at 2 µM; 91,000 tested, 0.04% active; AID 717; in the data active means activation above about 37%; further: values of inactives mirror those of a sister screen read the other way
# E coli WT exp – growth inhibitors of E. coli BW25113 wild type; growth inhibition, % at 100 µM; OD600 absorbance; AID 710; 98,000 tested, 0.15% active;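 active means growth inhibition above about 50% at one test dose, limit read from the data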;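 further: growth measured after 20 h incubation at 37 °C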
# S1P2 agonist – S1P2 (human) receptor agonism | O95136 | S1P2-expressing cell line, agonist reporter read-out | activation, % at 4.5 µM | 97,000 tested, 0.46% active | AID 729; in the data active means activation above about 16%;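 further: 0% = vehicle low control and 100% = maximal reference agonist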
# Target sequence (O95136 whole entry, looked up): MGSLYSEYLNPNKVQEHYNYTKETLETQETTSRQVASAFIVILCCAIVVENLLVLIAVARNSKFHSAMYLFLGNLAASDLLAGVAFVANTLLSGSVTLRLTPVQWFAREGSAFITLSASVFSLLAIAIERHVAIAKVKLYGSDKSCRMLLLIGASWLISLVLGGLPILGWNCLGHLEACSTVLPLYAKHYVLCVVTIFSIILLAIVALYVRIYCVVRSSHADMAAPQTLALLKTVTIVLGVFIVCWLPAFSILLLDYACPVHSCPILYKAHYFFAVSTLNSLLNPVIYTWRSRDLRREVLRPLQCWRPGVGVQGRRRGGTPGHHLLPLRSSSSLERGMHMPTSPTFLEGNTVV
# PostGolgi yeast – growth inhibition of a yeast mutant, post-Golgi transport screen | post-Golgi transport phenotypic cell assay | inhibition, % at 10 µM | 98,000 tested, 0.9% active | AID 739;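 further: yeast cells grown in 1536-well plates; yeast grown about 18 h at 30C before absorbance read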
# PostGolgi ctrl – growth of the yeast control strain, post-Golgi counter-screen; inhibition, % at 10 µM; 98,000 tested, 5% active; efflux-deficient yeast background strain, growth absorbance A615, 16 h
# S1P2 blocker – S1P2 (human) receptor antagonism; O95136; cell-based S1P2 antagonist assay, inhibition at 5 uM; inhibition, % at 5 µM; 97,000 tested, 0.21% active; AID 736; in the data active means inhibition above about 45%;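 further: CRE beta-lactamase reporter cells expressing human S1P2 stimulated with S1P; 0% = agonist at EC80 alone and 100% = agonist plus reference antagonist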
# CD11b adhes inh – inhibitors of human CD11b/CD18 binding to fibrinogen | K562 CD11b/CD18 adhesion to fibrinogen, ATPlite luminescence; Mn2+ added to activate the integrin | 93,000 tested, 0.54% active | AID 1497 | inhibition, % at 10 µM;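 active means primary inhibition of 50% or more at 10 µM, then 40% or more on retest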; further: some results filed as inactive read as strong as hits
# * = called active by the depositor; nt = not tested or not shown. Unless noted, no stated cut-off is given here; in the data, active means inhibition above about 30%; inactive means the rest.
no.	molecule	sEH inhibitor	PLAP activator	sEH act	E coli WT exp	S1P2 agonist	PostGolgi yeast	PostGolgi ctrl	S1P2 blocker	CD11b adhes inh
1	COc1ccccc1CNC(=O)C1CC(c2ccc([N+](=O)[O-])cc2)=NO1 (stereo not drawn)	15	0.9	-15	2	-6	-4	0	5	-4
2	CS(=O)(=O)NCc1csc(-c2ccccc2)n1	nt	1	nt	2	-3	18	26	9	14
3	Cc1ccsc1/C=N/NC(=O)c1c[nH]c2ccccc12	7	0.9	-6	-1	-4	-7	4	8	nt
4	CN1CCN(C(=O)c2cn(C)c3ccc(S(=O)(=O)N(C)C4CCCCC4)cc3c2=O)CC1	-8	1.6	11	1	-4	1	-5	-1	4
5	O=C(COC(=O)CCc1ccc(S(=O)(=O)N2CCOCC2)cc1)Nc1ncc(C(F)(F)F)cc1Cl	26	1.2	-26	10	-4	2	1	2	-10
6	COc1ccc(-c2ccc(SCC(=O)N3c4ccccc4CC3C)nn2)cc1OC (stereo not drawn)	-1	1.1	-1	2	-2	-9	9	-32	-3
7	COc1ccccc1NS(=O)(=O)c1ccc(O)cc1	0	0.8	-1	1	-7	3	20	5	0
8	CCCS(=O)(=O)C(=C1NCCO1)S(=O)(=O)CCC	0	1	1	1	-4	0	0	12	-14
9	Cc1cccc(N(Cc2ccccc2F)S(C)(=O)=O)c1	nt	0.8	nt	-6	nt	-2	7	nt	8
10	Cc1nc2cc(NC(=O)Nc3nccs3)ccc2n1C	4	2*	-2	4	-1	-8	3	-2	18
11	COC(=O)C1=C(N)n2c(s/c(=C\c3cccnc3)c2=O)=C(C(=O)OC)C1c1cccnc1 (stereo not drawn)	4	1	-2	-3	-10	-14	10	13	-8
12	Cc1onc(-c2c(F)cccc2Cl)c1C(=O)NCCc1ccc(S(N)(=O)=O)cc1	-10	1.3	10	5	-4	1	6	-3	10
13	CCCCCCCC1CC(CSc2ncn[nH]2)OC1=O (stereo not drawn)	0	nt	0	nt	-5	nt	nt	-14	nt
14	Cc1ccc(-c2csc(N/N=C/c3ccco3)n2)cc1	1	1.1	0	-7	9	-14	34*	4	nt
15	O=C(O)CC1C(=O)OCN1C(=O)OCc1ccccc1 (stereo not drawn)	-2	1.1	-1	3	-4	-1	5	-12	-15
16	COc1ccccc1N(CC(=O)Nc1c(C)cccc1C)S(C)(=O)=O	-7	1	9	2	-3	-10	-3	-6	-17
17	COc1ccc(C2=Nn3c(nnc3-c3ccccn3)SC2)cc1OC	9	1.2	-9	8	13	-2	25	-44	24
18	COc1ccc2[nH]c3c(=O)n(Cc4ccco4)cnc3c2c1	-12	0.9	11	-1	-1	1	2	-27	-3
19	CCOC(=O)c1cc2c(=O)n3cccc(C)c3nc2n(Cc2ccco2)c1=NC(=O)c1ccccc1	-8	1.3	7	-8	0	-2	22	10	-15
20	O=C1CCc2cc(S(=O)(=O)N3CCCC3C(=O)N3CCN(c4ccccc4)CC3)ccc2N1 (stereo not drawn)	-12	1.1	9	-1	-2	-3	-4	9	-8
21	Cc1nc(N2CCN(Cc3nc4ccccc4[nH]3)CC2)c2oc3ccccc3c2n1	nt	1.9	nt	-5	2	-19	2	-27	-4
22	COc1ccc(NS(=O)(=O)c2c(C)cc(C)cc2C)cc1	4	0.8	-8	-8	-3	-3	21	-34	11
23	O=C(CSc1nc2ncccc2[nH]1)NCc1ccccc1	-6	2.4*	6	5	0	7	6	-15	-7
24	COc1ccc(C(=O)c2sc(NC(C)C)nc2N)cc1OC	-14	1	18	4	-2	1	2	8	-3
25	O=C(Cn1cc2c(n1)CCCC2)Nc1ccccc1Cl	nt	0.8	nt	6	nt	13	6	nt	-1
26	Fc1ccc(Br)cc1C1C=C(c2ccc(Br)cc2)Nc2ncnn21 (stereo not drawn)	-2	0.8	2	-8	7	14	16	4	5
27	CS(=O)(=O)N1CCc2cc(-c3csc(NCC4CCCO4)n3)ccc21 (stereo not drawn)	-5	nt	6	-3	-11	-6	-3	3	nt
28	CCN(CC)S(=O)(=O)c1cc(C(=O)Nc2ccc(Cl)cn2)ccc1C	nt	1.4	nt	-16	nt	-1	21	nt	14
29	CCCCCOC(=O)Cn1c(SCC(=O)Nc2ccccc2)nc2c1c(=O)[nH]c(=O)n2C	1	1	-1	-2	-6	-9	7	8	-5
30	C/C(CC(=O)Nc1cccc(Cl)c1)=N\NC(=O)Cc1ccc(Cl)cc1	10	0.9	-10	3	-11	-4	12	16	16
31	CCC(=O)Nc1ccc(C(=O)Nc2ccc3c(c2)OCO3)cc1	-2	1.1	3	-19	-5	-14	3	-6	-2
32	C=CCNc1nc(-c2sc(NC(C)=O)nc2C)cs1	24	0.9	-23	0	-6	9	6	-17	-2
33	Cn1cnnc1SCc1ccc(C#N)cc1	-8	0.9	7	6	-2	24	-10	14	3
34	Cc1nnc(-n2cnc3ccccc32)c2ccccc12	-18	0.9	15	4	-1	-3	-2	-1	-32
35	Cc1ccc(S(=O)(=O)Nc2ccccc2C(N)=O)cc1	4	1.1	2	0	-7	-4	3	-1	14
36	O=C(C1COc2ccccc2O1)N1CCc2ccccc21 (stereo not drawn)	18	0.8	-15	3	-4	4	3	8	9
37	CN1CCN(S(=O)(=O)c2ccc(NC(=O)c3ccco3)cc2)CC1	4	1	-6	7	-2	2	13	5	-16
38	O=C(c1cnn2c(C(F)(F)F)cc(-c3ccco3)nc12)N1CCCCCC1	7	1	-9	-15	1	-4	15	-14	3
39	Cc1cc(C)c2c(n1)nn1c(N3CCN(c4cccc(Cl)c4)CC3)cc(C)nc21	2	nt	-2	nt	-1	nt	nt	-7	nt
40	CC1(c2cccs2)CC(c2cccs2)=C(C#N)C(=O)N1 (stereo not drawn)	-8	0.9	6	1	-4	-6	7	-15	-2

# Just S1P2 blocker, S1P2 agonist and sEH inhibitor, for 7 of the compounds above:
item | smiles | S1P2 blocker | S1P2 agonist | sEH inhibitor
15 | O=C(O)CC1C(=O)OCN1C(=O)OCc1ccccc1 (stereo not drawn) | -12 | -4 | -2
16 | COc1ccccc1N(CC(=O)Nc1c(C)cccc1C)S(C)(=O)=O | -6 | -3 | -7
17 | COc1ccc(C2=Nn3c(nnc3-c3ccccn3)SC2)cc1OC | -44 | 13 | 9
18 | COc1ccc2[nH]c3c(=O)n(Cc4ccco4)cnc3c2c1 | -27 | -1 | -12
19 | CCOC(=O)c1cc2c(=O)n3cccc(C)c3nc2n(Cc2ccco2)c1=NC(=O)c1ccccc1 | 10 | 0 | -8
20 | O=C1CCc2cc(S(=O)(=O)N3CCCC3C(=O)N3CCN(c4ccccc4)CC3)ccc2N1 (stereo not drawn) | 9 | -2 | -12
21 | Cc1nc(N2CCN(Cc3nc4ccccc4[nH]3)CC2)c2oc3ccccc3c2n1 | -27 | 2 | nt

# Following part
no.	molecule	sEH inhibitor	PLAP activator	sEH act	E coli WT exp	S1P2 agonist	PostGolgi yeast	PostGolgi ctrl	S1P2 blocker	CD11b adhes inh
41	CCC(C)NC(=O)NC1C(NC(=O)NC(C)CC)N(C)C(=O)N1C (stereo not drawn)	6	1	-7	-3	-5	1	6	-8	11
42	COc1ccc(C)cc1S(=O)(=O)Nc1cc(Cl)ccc1Cl	14	nt	-9	nt	-5	nt	nt	7	nt
43	COc1ccc(S(=O)(=O)NC2CCCCC2)c(C)c1C	-9	0.6	12	-14	1	-7	13	-4	-8
44	CCOc1ccccc1C(=O)N(CN1CCCC1=O)c1ccc(C)c(Cl)c1	nt	1.3	nt	6	-7	1	13	22	9
45	O=C(Nc1ncnc2c1CCC2)C12CC3CC(CC(C3)C1)C2	nt	1.1	nt	5	-8	12	0	9	nt
46	O=C(Nc1ccc(N2CCOCC2)cc1)c1ccncc1	3	nt	2	nt	0	nt	nt	-24	nt
47	O=S(=O)(Nc1ccc2c(c1)OCO2)c1ccc(Br)s1	3	0.9	0	25	-5	2	12	-10	-34
48	COc1ccccc1NC(=O)C(CCS(C)(=O)=O)N1C(=O)c2ccccc2C1=O (stereo not drawn)	-2	1.1	0	1	-3	0	2	5	-5
49	CCNC(=O)COc1cc(C)c(Cl)c(C)c1	-7	0.9	5	7	-1	5	-1	4	11
50	O=C(NNC(=O)C1CCN(Cc2cccc(F)c2)CC1)c1cccc(Cl)c1	3	1.8	0	0	-8	20	15	-12	26
51	O=C(O)c1ccc(Cl)c(S(=O)(=O)NCC2CCCO2)c1 (stereo not drawn)	5	0.9	-4	8	-3	19	7	-28	-13
52	COC(=O)c1[nH]c2ccc(Cl)cc2c1NC(=O)CN1CCc2cc(OC)c(OC)cc2C1	-2	1.7	1	-7	-1	4	31*	4	12
53	CCCCc1c(C)c2cc(C)ccc2[nH]c1=O	-4	0.8	3	2	-3	-3	33*	-21	-1

# 5 compounds already listed, arranged by SMILES length, smallest number first:
no.	molecule	sEH inhibitor	PLAP activator	sEH act	E coli WT exp	S1P2 agonist	PostGolgi yeast	PostGolgi ctrl	S1P2 blocker	CD11b adhes inh
43	COc1ccc(S(=O)(=O)NC2CCCCC2)c(C)c1C	-9	0.6	12	-14	1	-7	13	-4	-8
47	O=S(=O)(Nc1ccc2c(c1)OCO2)c1ccc(Br)s1	3	0.9	0	25	-5	2	12	-10	-34
42	COc1ccc(C)cc1S(=O)(=O)Nc1cc(Cl)ccc1Cl	14	nt	-9	nt	-5	nt	nt	7	nt
51	O=C(O)c1ccc(Cl)c(S(=O)(=O)NCC2CCCO2)c1 (stereo not drawn)	5	0.9	-4	8	-3	19	7	-28	-13
52	COC(=O)c1[nH]c2ccc(Cl)cc2c1NC(=O)CN1CCc2cc(OC)c(OC)cc2C1	-2	1.7	1	-7	-1	4	31*	4	12

# From PubChem
